LANA DNA inh: blocks KSHV LANA C-terminal domain binding to DNA | MBP-C-LANA/FAM-LBS DNA binding, fluorescence polarization | inhibition, % at 9 µM | actives 0.078% (n = 340,000);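 active means highest replicate inhibition at or above 60% at 9 µM, even if other replicates fall short; inactive means all replicates below 60% inhibition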;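 further: 0% = neutral control wells and 100% = 4 µM acridine orange control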
MOR-DOR ag: agonists of human mu-delta opioid receptor heterodimerization; actives 0.3% (n = 340,000); cells, OPRM1-OPRD1 heterodimerization, luminescence; P35372+P41143; activation, % at 9.3 µM; in the data active means activation above about 18%;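 further: 0% = vehicle-treated cells and 100% = reference agonist; values of inactives mirror those of a sister screen read the other way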
Arrestin-AP2 inh: human beta-arrestin and AP2 interaction inhibition; inhibition, % at 10 µM; actives 0.31% (n = 340,000); AID 504490; FITC-arrestin peptide / GST-AP2 beads, flow cytometry; AP2 beta2 appendage carries R879A mutation;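 active means inhibition above a set limit, near 3 SD of compounds lacking own fluorescence, cut at about 54% in these data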;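 further: plate controls were DMSO wells for no effect and 5 µM unlabelled arrestin peptide for full effect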
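test system = AP2 appendage R879A on GSH beads | buffer or medium = PBS plus Tween 20 (0.05%) and BSA (0.1%) | incubation = 12 min plus 1 h, RT | detection = bead flow cytometry, FITC channel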
V-ATPase pHluor: regulators of yeast V-ATPase proton transport; S. cerevisiae, pHLuorin cytosolic pH fluorescence; response, % at 10 µM; actives 0.37% (n = 350,000); in the data active means response mostly above about 7.3%, no sharp cut-off; inactive means mostly below about 5.4%; further: actives read high; inactives centre near 0; some compounds called inactive have numbers as strong as hits; reference of the scale not given here
Pemphigus Ab inh: blocks pemphigus antibody binding to human desmoglein-3 | P32926 | DSG3-coupled beads, scFv-anti-DSG3-GFP binding, flow cytometry; hits give low values | binding (percent of control), % at 10 µM | actives 0.48% (n = 310,000) | AID 588358;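 active means binding more than 3 SD below its plate's average and above zero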;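 further: hits lower antibody fragment binding to DSG3; some compounds called inactive have numbers as strong as hits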
Target sequence (P32926 whole entry, looked up, the tested form may be a part): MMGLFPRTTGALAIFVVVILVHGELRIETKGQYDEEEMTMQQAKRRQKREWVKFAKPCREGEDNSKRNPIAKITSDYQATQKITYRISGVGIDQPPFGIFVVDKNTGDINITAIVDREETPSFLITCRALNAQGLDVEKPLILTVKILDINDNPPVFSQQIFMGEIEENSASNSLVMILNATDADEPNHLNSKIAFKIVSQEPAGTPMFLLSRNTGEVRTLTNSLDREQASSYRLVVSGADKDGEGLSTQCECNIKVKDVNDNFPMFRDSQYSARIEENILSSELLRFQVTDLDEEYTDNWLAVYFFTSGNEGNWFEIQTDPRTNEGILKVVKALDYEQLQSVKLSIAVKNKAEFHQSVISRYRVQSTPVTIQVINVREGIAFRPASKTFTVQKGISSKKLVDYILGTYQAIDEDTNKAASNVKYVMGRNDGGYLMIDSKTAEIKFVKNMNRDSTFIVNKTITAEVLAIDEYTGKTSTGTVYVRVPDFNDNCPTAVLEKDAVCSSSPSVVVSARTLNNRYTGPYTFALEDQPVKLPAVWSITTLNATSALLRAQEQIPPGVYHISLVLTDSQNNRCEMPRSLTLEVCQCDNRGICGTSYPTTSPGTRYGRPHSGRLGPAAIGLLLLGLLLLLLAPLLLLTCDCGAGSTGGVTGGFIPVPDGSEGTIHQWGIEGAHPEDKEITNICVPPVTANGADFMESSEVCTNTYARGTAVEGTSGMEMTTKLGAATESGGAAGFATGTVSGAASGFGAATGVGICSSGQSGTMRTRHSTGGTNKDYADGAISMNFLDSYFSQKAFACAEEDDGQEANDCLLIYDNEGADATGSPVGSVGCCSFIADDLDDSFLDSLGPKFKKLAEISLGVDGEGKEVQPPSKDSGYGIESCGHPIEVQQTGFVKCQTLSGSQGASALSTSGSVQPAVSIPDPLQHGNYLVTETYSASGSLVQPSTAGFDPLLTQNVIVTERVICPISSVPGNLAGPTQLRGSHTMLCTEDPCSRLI
Keap1 Nrf2 FP: disrupts human Keap1 binding to Nrf2 peptide; Keap1 Kelch-Nrf2 peptide fluorescence polarization, 1536-well; inhibition, % at 9.4 µM; actives 0.15% (n = 340,000); in the data active means inhibition above about 12%;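 further: human Keap1 Kelch domain with fluorescein labeled Nrf2 9mer peptide probe; 0% = neutral control wells and 100% = peptide positive control; higher means more block of Keap1 binding to Nrf2 peptide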
Wnt act: Wnt/beta-catenin pathway activation. Wnt/beta-catenin reporter cell assay, activator, plate reader. activation, % at 9.35 µM. actives 1.2% (n = 300,000). AID 743398; in the data active means activation above about 30%, passing the limit was not always enough;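 further: 0% = neutral control wells and 100% = positive control wells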
cardiac RTF act: increases calcium sensitivity of human cardiac regulated thin filaments; IANBD-labeled TnC RTF fluorescence at EC20 calcium; 0% EC20 calcium, 100% full calcium; activation, % at 7.2 µM; actives 0.24% (n = 340,000); AID 493008;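 active means activation above the mean over all tested compounds plus 3 SD, cut at about 30% in these data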;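 further: rise in fluorescence read as greater calcium sensitivity of cardiac thin filaments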
OPRM1-OPRD1 inv: mu-delta opioid heterodimer inverse agonism; P35372+P41143; cell-based MOR-DOR heterodimer luminescence; inhibition, % at 9.3 µM; actives 0.21% (n = 340,000); in the data active means inhibition above about 22%, passing the limit was not always enough;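 further: 0% = cells with DMSO and 100% = wells without cells with DMSO; values of inactives mirror those of a sister screen read the other way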
Cardiac RTF inh: cardiac RTF calcium desensitization | P19429+P45379 | AID 493244 | inhibition, % at 7.15 µM | IANBD-labeled cardiac RTF, Ca2+ fluorescence | actives 0.12% (n = 340,000);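 active means inhibition above the mean inhibition of all tested compounds plus 3 SD, cut at about 17% in these data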;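 further: assay run at fixed EC70 calcium of 1.6 mM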
* marks the source's active call; other numbers are inactive results; x = not tested or not shown; & = joins results of further samples.

Sequence of screens: LANA DNA inh, MOR-DOR ag, Arrestin-AP2 inh, V-ATPase pHluor, Pemphigus Ab inh, Keap1 Nrf2 FP, Wnt act, cardiac RTF act, OPRM1-OPRD1 inv, Cardiac RTF inh
CCOc1ccc(C2(C#N)CC[N+](C)(C)CC2)cc1
→ -2.3, -0.8, 1, 2, 104, -1, x, 1, 4, 2
CC12C(C(=O)O)C1(c1ccccc1)C2C(=O)O (stereo unspecified)
→ -6.8, -1.5, 4, 7, 99, -6, -2, -4, 7, 2
CCOC(=O)CC(SP1(=S)OCC2(CCCCO2)C(C2CCCCO2)O1)C(=O)OCC (stereo unspecified)
→ 2.3, -0.1, 28, 4, 114, -2, -3, -6, 1, -6
CCC1C2Cc3ccc(O)cc3C1(CC)CCN2C (stereo unspecified)
→ 3.1, 8.4, -11, -2, x, 5, -4, -1, -41, -5
Cc1ccc(S(=O)(=O)N(C)CCCC(=O)N2CCN(c3ccccn3)CC2)cc1
→ -1.3, 0.7, 17, 18, 97, 6, x, -2, -4, -12
C=CCn1c(O)c(C(C)=NCCc2ccccc2)c(=O)[nH]c1=O
→ -0.1, -0.8, -2, -1, 101, 2, x, 3, 4, -3
CC1CCCC(C)N1/N=C/c1c[nH]c2ccc(Br)cc12 (stereo unspecified)
→ -1.0, 6.8, 2, 1, 75, -2, 0, 10, -33, -21
CCC(=O)OC1(c2ccccc2)C(C)CN(C)CC1C (stereo unspecified)
→ -1.7, 1.9, 23, 0, 117, -1, 0, -1, -9, 0
COc1ccccc1OCC(=O)N1CCN(Cc2ccc3c(c2)OCO3)CC1
→ 0.1, -0.4, 6, -3, 112, -3, 0, -1, 2, -10
C[N+](C)(C)CC#CCOC(=O)Nc1cccc(Cl)c1
→ -0.4, -0.5, -4, -2, 100, 0, -2, 7, 3, 11
O=C(CNC(=O)c1ccc(Br)cc1)Nc1ccc(Br)cc1C(=O)c1ccccc1
→ 0.1, 5.9, 1, 0, 101, -5, 2, -4, -43, -15
CCOC(=O)N1CCC(NC(=O)CCc2nc(C3=CCN(C)CC3)no2)CC1
→ -1.8&2.3, -0.7&-2.4, 12&1, 8&-3, 108, -4&-4, -1, 6&0, 4&14, -3&1
COc1ccc(Cn2c(N)c(C(=O)NCc3ccco3)c3nc4ccccc4nc32)cc1
→ -0.8, 0.8, 1, 4, 101, -5, -3, -1, -4, -17
NCCc1c[nH]c2ccc(O)cc12
→ -2.9, -2.1, 4, 1, 121, 2, -5, 4, 12, -6
O=C1NC(=O)C(CCc2ccncc2)(CCc2ccncc2)C(=O)N1Cc1ccc(F)cc1
→ -2.4, -1.9, 31, 3, 61, -4, -11, 0, 11, -1
Cc1cccc(Cn2cc(C=O)c3ccccc32)c1
→ -0.6, 0.9, 9, 4, 108, -2, 0, 4, -4, -2
Cc1ccccc1N1C(=O)NC(=O)/C(=C\c2cc(C)n(C)c2C)C1=O
→ -0.3, 1.2, 0, 14*, 100, 1, 0, -3, -9, -11
CN1C(=O)/C(=C\c2ccc(Br)s2)C(=O)NC1=S
→ -2.0, 0.2, 25, 21*, 90, -1, 0, 0, -1, -14
CCCCCCn1c(=O)c(C(=O)Nc2cnccn2)c(O)c2ccccc21
→ -0.8, -3.8, 5, 5, 83, -4, 0, -1, 19, 0
O=c1oc2ccccc2c(O)c1[C@H]1c2ccc(O)cc2Oc2c1c(=O)oc1ccccc21
→ -0.4, -3.0, -10, 0, 93, -9, 9, 5, 16, -4
COc1ccc(CC(C)NCCc2ccc(OC)c(OC)c2)cc1 (stereo unspecified)
→ 2.0, -1.6, 19, 2, 117, 2, -1, 1, 8, -13
Cc1ccc(C)c(NC(=S)NCCc2cnc[nH]2)c1
→ -0.8, -1.9, 25, -4, 96, -1, -1, 0, 10, 3
CC(NCc1cccc(Cl)c1Cl)C(O)c1ccccc1 (stereo unspecified)
→ -2.3, -0.8, -4, 1, 111, 3, 0, 1, 4, 2
CN(C)CCNC(=O)c1cccn(Cc2cc(C(F)(F)F)cc(C(F)(F)F)c2)c1=O
→ -0.8, -0.9, 16, -1, 100, 4, 0, 1, 5, -4
COc1ccc2nc3oc(C(=O)N4CCC5(CC4)OCCO5)cc3cc2c1
→ -0.9, -0.6, 31, -2, 97, 2, 4, -7, 3, 1
O=c1[nH]c2c(c(=O)n1C1CCCCC1)CCC2
→ 0.4, -2.1, 19, -1, 99, 1, x, 1, 12, -3
Clc1ccc(CNCCc2ccc3c(c2)OCO3)cc1
→ -2.8, -3.1, -7, 1, 98, -3, 0, -5, 14, -1
Cc1ccnc(-n2c(-c3ccco3)nc3ccccc3c2=O)c1
→ -1.2, -0.7, 6, 5, 99, -4, -3, -3, 4, 3
CCc1nc2ccc(Br)cc2c(=O)n1-c1ccccc1C(F)(F)F
→ -1.5, -1.6, 1, 2, 62, -1, 0, 4, 8, -5
c1ccc2c(c1)CNCc1cnnn1-2
→ -2.3, -0.6, 14, 0, 100, -2, -1, -9, 3, -5
O=C(CNC(=O)c1ccccc1Cl)Nc1ccc(Br)cc1C(=O)c1ccccc1
→ 2.6, -0.3, 13, -1, x, 3, -3, -5, 1, 4
Brc1cc2c(cc1CN1CCN(c3ccccc3)CC1)OCCO2
→ -1.7, -0.3, 9, -3, 91, 1, -2, -2, 2, 1
Nc1cc(C(=O)Nc2ccc(Cl)cc2)ccc1N1CC2CC(C1)c1cccc(=O)n1C2 (stereo unspecified)
→ -1.0, 1.1, 22, 1, x, 3, -2, -3, -5, -4
O=C(CNC1CCCCC1)N1CCC2(CC1)OCCO2
→ 0.1, 1.4, 12, 1, x, -4, 0, 0, -8, -6
CC(=O)OC[C@]12CCC(C)=C[C@H]1O[C@@H]1[C@H](O)[C@@H](OC(C)=O)[C@@]2(C)[C@]12CO2
→ 1.0, -0.8, 25, -1, 100, -2, -25, 6, 4, -9
COC(=O)C1=C(c2ccc(S(C)(=O)=O)cc2)C[C@@H]2CC[C@H]1N2C
→ 2.9, -1.1, 1, -1, 101, 2, -3, 1, 6, -22
COC(=O)C(Cc1ccc(N(CCCl)CCCl)cc1)N=Cc1ccccc1O (stereo unspecified)
→ 1.3, -2.5, 8, 0, 105, -6, -8, -1, 12, -6
Cc1ccc2c(c1)N(CCC(=O)N1CCC3(CC1)OCCO3)C(=O)C(C)O2 (stereo unspecified)
→ 0.0, -2.7, -4, 7, x, 2, 1, 4, 14, -12
O=C1/C(=C\c2ccccc2)C2OCC=C3CN4CCC56c7ccccc7N1C5C2C3CC46 (stereo unspecified)
→ 2.6, 3.1, -12, 2, 96, -1, -1, -1, -18, -2
CC(C)n1cc(C(=O)N(CC(=O)NC(C)(C)C)Cc2ccccc2)cn1
→ 0.7, -0.5, 10, -4, 114, 4, 3, -5, 3, -4

The list goes on.
Field names – A = LANA DNA inh; B = MOR-DOR ag; C = Arrestin-AP2 inh; D = V-ATPase pHluor; E = Pemphigus Ab inh; F = Keap1 Nrf2 FP; G = Wnt act; H = cardiac RTF act; I = OPRM1-OPRD1 inv; J = Cardiac RTF inh
CCOC(=O)[C@]12Cc3ccccc3[C@H]1N(Cc1ccccc1)C(=O)c1ccccc12
  A: -0.1; B: 2.1; C: 1; D: -1; E: 107; F: -4; G: -3; H: 5; I: -12; J: -7

COc1ccc(C(=O)c2nc3ccccc3n2C(C)C)cc1OC
  A: 0.2; B: -1.3; C: 1; D: -2; E: 87; F: -6; G: 1; H: -3; I: 8; J: 2

COc1cc(CC(C)N)c(OC)cc1I (stereo unspecified)
  A: -1.1; B: 0.8; C: 4; D: 8; E: 103; F: -3; G: 0&0; H: 4; I: -4; J: -11

O=C1NC(=S)N(C2CC2)C(=O)/C1=C/c1ccc2c(c1)CCN2CCCCl
  A: 1.4; B: -1.6; C: -4; D: -4; E: 115; F: 2; G: -3; H: -1; I: 8; J: -12

COC(=O)C1=C(c2cccc(OCc3ccccc3)c2)C[C@@H]2CC[C@H]1N2C(=O)NCc1cccc(C(F)(F)F)c1
  A: -0.8; B: -1.2; C: 1; D: 0; E: 97; F: 0; G: 0; H: 9; I: 7; J: -1

CCC(C)C(=O)N[C@@H](c1ccccc1)[C@@H](O)C(=O)O[C@H]1C[C@@]2(O)[C@@H](OC(=O)c3ccccc3)C3[C@](C)(C(=O)[C@H](OC(C)=O)C(=C1C)C2(C)C)[C@@H](O)C[C@H]1OC[C@@]31OC(C)=O (stereo partly specified)
  A: 0.6; B: -2.3; C: -7; D: 1; E: 97; F: 1; G: -1; H: 3; I: 13; J: 1

NCCc1c(Cc2ccccc2)[nH]c2ccccc12
  A: x; B: x; C: -16; D: -1; E: 107; F: x; G: -3; H: x; I: x; J: x

For convenience, part of the list above.
Field names – A = LANA DNA inh; B = MOR-DOR ag; C = Arrestin-AP2 inh; D = V-ATPase pHluor; E = Pemphigus Ab inh; F = Keap1 Nrf2 FP; G = Wnt act; H = cardiac RTF act; I = OPRM1-OPRD1 inv; J = Cardiac RTF inh
CN(C)CCNC(=O)c1cccn(Cc2cc(C(F)(F)F)cc(C(F)(F)F)c2)c1=O
  A: -0.8; B: -0.9; C: 16; D: -1; E: 100; F: 4; G: 0; H: 1; I: 5; J: -4

COc1ccc2nc3oc(C(=O)N4CCC5(CC4)OCCO5)cc3cc2c1
  A: -0.9; B: -0.6; C: 31; D: -2; E: 97; F: 2; G: 4; H: -7; I: 3; J: 1

O=c1[nH]c2c(c(=O)n1C1CCCCC1)CCC2
  A: 0.4; B: -2.1; C: 19; D: -1; E: 99; F: 1; G: x; H: 1; I: 12; J: -3

Clc1ccc(CNCCc2ccc3c(c2)OCO3)cc1
  A: -2.8; B: -3.1; C: -7; D: 1; E: 98; F: -3; G: 0; H: -5; I: 14; J: -1

Cc1ccnc(-n2c(-c3ccco3)nc3ccccc3c2=O)c1
  A: -1.2; B: -0.7; C: 6; D: 5; E: 99; F: -4; G: -3; H: -3; I: 4; J: 3

CCc1nc2ccc(Br)cc2c(=O)n1-c1ccccc1C(F)(F)F
  A: -1.5; B: -1.6; C: 1; D: 2; E: 62; F: -1; G: 0; H: 4; I: 8; J: -5

c1ccc2c(c1)CNCc1cnnn1-2
  A: -2.3; B: -0.6; C: 14; D: 0; E: 100; F: -2; G: -1; H: -9; I: 3; J: -5

O=C(CNC(=O)c1ccccc1Cl)Nc1ccc(Br)cc1C(=O)c1ccccc1
  A: 2.6; B: -0.3; C: 13; D: -1; E: x; F: 3; G: -3; H: -5; I: 1; J: 4

Screens from PubChem.

Not all compounds are listed; rates above refer to the full screens.
